# Compound activity (PubChem BioAssay)
# A350 autofl – A350 region autofluorescence | hit rate 11% among 59,000 | Compound autofluorescence, 340/450 nm, Alexa 350 dye-equivalents; stronger effect = higher value | max dye-equivalent concentration, M; in the data active = max dye-equivalent concentration above about 10 nM; inconclusive = mostly about 1.1 nM to 9.6 nM
# 4MU fluor – compounds fluorescent in 4-MU spectral region. compound autofluorescence, 340/450 nm, 4-MU equivalents; stronger effect = higher value. max dye-equivalent concentration, M. hit rate 11% among 59,000; in the data active = max dye-equivalent concentration above about 10 nM; inconclusive = mostly about 1.1 nM to 9.6 nM
#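 Compounds in 100 mM Tris, pH 8.0, sat 15 min at room temperature before fluorescence was read at 340 nm excitation/450 nm emission; a per-plate six-point 4-MU standard curve converted signals to dye-equivalent concentration at each compound concentration.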
# Fluorescein fluor – compound fluoresces in the fluorescein spectral region | hit rate 0.91% among 59,000 | max fluorescein-equivalent concentration, M | Compound autofluorescence, 480/540 nm, fluorescein-equivalent; stronger effect = higher value; in the data active = max fluorescein-equivalent concentration above about 10 nM; inconclusive = between about 1.1 nM and that limit
#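 Each compound is tested across a concentration series in 100 mM Tris buffer at pH 8.0. After 15 min at room temperature, plates are imaged with 480 nm excitation and 540 nm emission filters, and intensities are converted to fluorescein-equivalent values.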
# Epigenetic mod – derepresses silenced GFP locus in mouse C127i cells; mouse C127i GFP locus derepression, cytometry, 30 h; Potency, µM (series often up to 46.1 µM), for the others: at the highest dose GFP derepression (activation); hit rate 0.09% among 68,000; also: % of control where 0% means no effect
#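 Murine C127i mammary cells carrying a silenced, stably integrated CMV-driven GFP reporter were treated with compound for 30 hours at 37 C. After PBS washes, GFP-positive cells were counted by laser-scanning microplate cytometry.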
# Hsp90 Hop PPI – changes Hsp90-Hop TPR2A binding signal, up or down; AlphaScreen TPR2A-His6 binding biotin-Hsp90 C-terminal peptide; Potency, µM (doses to about 57 µM), for inactives: at the highest dose activity change, negative = inhibition; hit rate 0.44% among 71,000; active = well fitted curve in either direction with a large enough effect; inconclusive = small, poorly fitted or top-dose-only effect, or another doubt; also: potency is read from the fitted curve at half-maximal effect; % is scaled to controls: 0 for no effect and ±100 for the full control effect; many of its hits are not listed in these tables
# ERK AVP inh – vasopressin-driven ERK pathway inhibition. AID 995. hit rate 0.99% among 72,000. HEK293-V1b, vasopressin-stimulated pERK AlphaScreen. Potency, µM (highest dose often 57.5 µM), for the others: at the top dose activity, negative = inhibition, usual class: inhibitors; also: potency is read from the fitted curve at half-maximal effect; % is scaled to controls: 0 for no effect and ±100 for the full control effect; nearly all actives have a fitted effect of over 55% in size
#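 qHTS, compounds titrated on V1b-expressing HEK293 cells. Preincubation 30 min at 37C, vasopressin 25 nM for 5 min, lysis 10 min, bead incubation 5 hr at room temperature.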
# HBB splicing – modulators of hemoglobin beta chain splicing; HBB splicing reporter cell assay, activation; EGFP reporter with mutant IVS2-654 intron; response scale: normalised to 500 nM splice-correcting PNA; Potency, µM (doses to about 46.1 µM), for the others: at the highest dose activation, usual class: activators; hit rate 0.06% among 65,000; AID 925; also: potency is read from the fitted curve at half-maximal effect; 0% is about no effect
#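 HeLa cells stably expressing EGFP interrupted by mutant beta-globin intron 2 (IVS2-654), 500/well in 2% FCS. Treated with compound for 2 days at 37C. Splicing correction scored as total well GFP intensity (488 nm excitation, 500-520 nm emission); 500 nM antisense PNA served as control.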
# Ub-GFP proteasome – proteasome inhibitors stabilizing ubiquitin-GFP reporter. Ubiquitin-GFP reporter cells, proteasome inhibition, GFP fluorescence; response scale: untreated = 0%, 10 µM MG-132 = 100%. Potency, µM (top dose mostly 45.9 µM), for inactives: top-dose activation (GFP accumulation), usual class: activators. 67,000 tested, under 10 active; active = well fitted activation curve with a large enough effect, not every such curve was filed as active; inconclusive = small, poorly fitted or top-dose-only effect, or another doubt; inactive = no such curve, though single readings can be large or run the other way; also: potency is read from the fitted curve at half-maximal effect
#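 Proteasome block read as GFP accumulation: ubiquitin(G76V)-GFP U2OS cells exposed to compound (2.9 nM–46 uM) for 4 hr at 37 C. Normalization used untreated cells as 0% and 10 uM MG-132 as 100%; concentration-response curves fitted.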
# Luciferase inh – blocks Photinus pyralis firefly luciferase activity. P08659. purified firefly luciferase, luminescence, 8 min. Potency, µM (titrated, usually from 57.1 µM), inactives show at the top dose activity change, negative = inhibition, actives largely listed as inhibitors. hit rate 2.2% among 72,000. AID 411; also: potency is read from the fitted curve at half-maximal effect; % is scaled to controls: 0 for no effect and ±100 for the full control effect; nearly all actives have a fitted effect of over 40% in size
# Target sequence (P08659 whole entry, looked up): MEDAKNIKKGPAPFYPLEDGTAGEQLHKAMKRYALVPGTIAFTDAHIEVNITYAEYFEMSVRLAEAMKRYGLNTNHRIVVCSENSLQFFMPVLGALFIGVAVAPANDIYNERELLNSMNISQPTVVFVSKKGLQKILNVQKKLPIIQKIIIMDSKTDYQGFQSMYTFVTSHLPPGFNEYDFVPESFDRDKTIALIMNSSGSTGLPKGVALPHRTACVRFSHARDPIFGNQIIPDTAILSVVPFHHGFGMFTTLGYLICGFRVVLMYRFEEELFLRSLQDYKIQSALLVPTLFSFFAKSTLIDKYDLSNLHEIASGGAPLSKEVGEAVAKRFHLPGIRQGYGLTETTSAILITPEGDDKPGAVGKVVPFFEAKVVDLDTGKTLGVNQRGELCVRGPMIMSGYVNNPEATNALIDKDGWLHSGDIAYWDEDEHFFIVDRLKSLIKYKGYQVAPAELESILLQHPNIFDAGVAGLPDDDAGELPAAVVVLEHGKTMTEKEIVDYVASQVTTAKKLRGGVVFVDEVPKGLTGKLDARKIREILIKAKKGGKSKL
#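 qHTS concentration-response profiling: light output of P. pyralis luciferase with luciferin and 10 uM ATP, imidazole buffer pH 7.2. Read by luminescence after 8-min room-temperature incubation.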
# Texas Red fluor – Texas Red region autofluorescence. hit rate 0.06% among 59,000. AID 587. max dye-equivalent concentration, M. Compound fluorescence, Texas Red channel, 547/618 nm; stronger effect = higher value; in the data active = max dye-equivalent concentration above about 10 nM; inconclusive = between about 1.1 nM and that limit
#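 Fluorescence at ex 547/em 618 nm, normalized against an on-plate Texas Red standard series to give dye-equivalent concentration per compound concentration. Buffer 100 mM Tris, pH 8.0; 15 min RT incubation before CCD imaging.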
# CRE-bla Fsk – modulators of forskolin-stimulated CRE signaling in CHO cells. CHO CRE-bla reporter (cAMP response element driving beta-lactamase), forskolin EC10, beta-lactamase ratio. Potency, µM (top dose mostly 38.2 µM), for the others: at the highest dose activity change, negative = inhibition, hits mostly activators. hit rate 2.5% among 71,000; active = well fitted activation curve with a large enough effect in the signal ratio, with a control signal flat, not every such curve was filed as active; inconclusive = small, poorly fitted or top-dose-only effect, or effect the other way, or a change in a side signal; the % refers to the signal ratio; also: potency is read from the fitted curve at half-maximal effect; % of control where 0% means no effect
#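 CRE-bla CHO cells stimulated with EC10 NKH 477 (water-soluble forskolin) and compound titrations, 3 h at 37C; beta-lactamase read with CCF4 after 2 h at room temperature. Activity from 460/530 nm emission ratio, AC50 values for positive or negative modulation.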
# * = called active by the depositor; i = inactive; ? = inconclusive; nt = not tested or not shown; & = joins results of further samples; [ ] = dose if it differs, or a comment. Unless noted, calls follow the shape of the dose curve; as a rule, active = well fitted curve in the direction sought with a large enough effect; inconclusive = small, poorly fitted or top-dose-only effect, or another doubt; inactive = no such curve, though single readings can be large; an effect the other way counts as inactive or inconclusive. These rows are one share of the data; rates above refer to the full screens.
Molecule	Luciferase inh	Fluorescein fluor	Texas Red fluor	Ub-GFP proteasome	Epigenetic mod	4MU fluor	A350 autofl	HBB splicing	ERK AVP inh	Hsp90 Hop PPI	CRE-bla Fsk
CC(C)C(c1nnnn1CC1CCCO1)N1CCN(C2CCCC2)CC1 (stereo unspecified)	-1%	i	i	0%	2%	i	i	0.1%[57.5 µM]	-4%	3%	-5%
CCSc1nncn1/N=C/c1ccc(OC)c(OC)c1	-19%	nt	nt	-20%	5%	nt	nt	-7.5%	-29%	-3%	10µM*
COc1ccc2oc(=O)c(-c3nc(C)cs3)cc2c1	-9%[25.5 µM]	i	i	nt	-10%[20.6 µM]	9.8e-08M*	1.1e-07M*	nt	nt	nt	nt
CC(=O)c1ccc(Nc2cc(C)nc3nc(C)nn23)cc1	2%	nt	nt	4%	3%	nt	nt	0.4%	-3%	-3%	?
CCOC(=O)N1CCN(S(=O)(=O)c2cc3c(cc2C)NC(=O)CO3)CC1	2%	?	?	3%	0%	i	?	-2.6%[0.369 µM]	0%	-2%	?
CCOC(=O)c1ccc(N2C(=O)C3CC=C(C)CC3C2=O)cc1 (stereo unspecified)	0%	nt	nt	7%	-4%	nt	nt	-0.8%[9.22 µM]	-7%	4%	1%
O=C(CSc1ccc2nnc(-c3cccnc3)n2n1)NCc1ccco1	0%	nt	nt	7%	nt	nt	nt	1.1%	nt	-2%	11%
Fc1ccc(C(c2nnnn2Cc2ccccc2)N2CCSCC2)cc1 (stereo unspecified)	2%	i	i	-7%	0%	i	i	nt	-2%	3%	-2%
CSc1ccc(/C=N/n2nnnc2N)cc1	-4%	i	i	4%	0%	9.1e-08M*	6.4e-08M*	-0.1%	5%	11%	-4%
O=C(c1cc(-c2cccnc2)nc2ccc(Br)cc12)N1CCC2(CC1)OCCO2	1%	i	i	3%	0%	i	i	0.1%	-19%	0%	-4%
CC(C)(C)OC(=O)N1CC(O)CC1C(=O)OCC(=O)c1ccc(Cl)cc1 (stereo unspecified)	3%	i	i	-1%	-2%	1.9e-08M*	?	-2.5%[1.84 µM]	?	0%	16%
O=c1c(-c2ccccc2)nc2cncnc2n1Cc1ccccc1Cl	0%[11.4 µM]	?	i	6%	14%[9.22 µM]	i	i	-0.3%	-24%	-3%	?
CCn1c(COc2ccccc2)nnc1SCc1ccc(C#N)cc1	-1%	i	?	7%	3%	i	i	-1.8%	-5%	1%	25%
CC(C)Nc1nc(SCC(=O)Nc2ccccc2)nc(N2CCOCC2)n1	1%	i	i	2%	2%	i	i	0.3%	-6%	-9%	-4%
CC(=O)Nc1cc2c(cc1C(=O)C(C)C)OCCO2	0%	i	i	-5%	7%	3.6e-08M*	3.1e-08M*	-0.5%	-10%	-4%	22%
O=C(NCc1ccc2c(c1)OCO2)c1ccc(-c2ccc(Cl)cc2)o1	3%	i	?	-7%	-3%	i	i	-0.7%	32µM*	-2%	?
Cc1cc(C)cc(OCc2nnc(SCC(=O)OC3CCCCC3)o2)c1	2%	i	i	3%	-1%	i	i	nt	18%	28%	-1%
COc1ccc(Oc2ncc3nc(-c4cn(C)c5ccccc45)c(=O)n(CCC#N)c3n2)cc1	0%[11.4 µM]	i	i	0%	-2%[9.22 µM]	i	i	-0.6%	3%	5µM*	?
CCC(C(=O)Nc1cnccn1)c1ccccc1 (stereo unspecified)	2%	?	i	-1%	8%	i	i	5.4%	2%	-7%	-1%
NC(=O)c1oc2ccc(Cl)cc2c1NC(=O)CN1CCOCC1	1%	?	i	20%	-3%	?	?	1.6%	3%	-4%	?
COc1ccc(S(=O)(=O)N(C)CC(=O)NC2CC2)cc1	1%	i	?	0%	5%	i	i	-1.5%	-15%	0%	-8%
FC(F)(F)c1ccccc1-n1ccnc1	0%&4%	?	i	1%&-1%	0%&-1%	i	i	2.2%	14%	-5%&-9%	?
COCC(C)NC(=O)c1cc(-c2ccc(O)cc2)on1 (stereo unspecified)	-15%	nt	nt	4%	-8%	nt	nt	0.0%	-11%	-3%	-6%
O=C(CCCCn1c(=O)c2ccccc2n(Cc2ccc(F)cc2Cl)c1=O)NCc1ccco1	1%	i	i	4%	6%	i	i	0.6%	0%	-2%	13%
O=C1CC(c2ccc(F)cc2)Cc2nc(N3CCN(c4ccccc4)CC3)ncc21 (stereo unspecified)	2%	?	i	-4%	2%	2e-08M*	?	-0.8%[1.84 µM]	-1%	1%	?
O=C(NC1CCCCC1)N(Cc1nc2ccccc2c(=O)[nH]1)C1CCCCC1	1%	?	i	2%	-2%	1.6e-08M*	2.2e-08M*	-0.3%[57.5 µM]	-1%	-4%	-8%
CCCCCOC(=O)CSc1nnc(-c2cc(OC)c(OC)c(OC)c2)o1	1%	i	i	3%	3%	i	?	8.1%[0.369 µM]	-27%	8%	28%
O=C(Nc1ccc(S(=O)(=O)N2CCCCCC2)cc1)c1ccc(Br)o1	-5%	nt	nt	-1%	0%	nt	nt	-4.7%	?	-6%	-1%
O=c1[nH]cnc2nc(-c3ccccc3)c(-c3ccccc3)nc12	4%	i	i	-7%	2%	1.4e-06M*	1.3e-06M*	-3.4%	13%	-5%	?
COCCNC(=O)C(c1ccc(C)o1)N(C(=O)c1snc(C(N)=O)c1N)c1ccc(C)c(C)c1 (stereo unspecified)	1%	?	i	4%	-1%	4.2e-08M*	3.5e-08M*	nt	36%[activator]	2%	2%
COc1ccccc1-n1c(C)nnc1SCC(N)=O	2%	i	i	-3%	8%	i	i	0.2%[57.5 µM]	-14%	0%	-1%
O=C(Nc1nc2ccc(Cl)cc2s1)c1ccc(Br)o1	13µM*	nt	nt	-9%[9.17 µM]	-5%	nt	nt	1.5%[0.0738 µM]	-9%	-2%[11 µM]	?
O=C(O)c1cc(Cl)ccc1NC(=O)C1CCCO1 (stereo unspecified)	-1%	i	i	-5%	1%	i	i	0.5%	-9%	-3%	-12%
O=C(O)C1CC=C(Cl)CC1C(=O)NCc1ccccc1 (stereo unspecified)	3%	i	?	3%	-2%	i	i	3.4%	-5%	-3%	-6%
O=C(Nc1ccc(N2CCOCC2)cc1N1CCOCC1)c1ccco1	0%	?	i	3%	2%	i	i	0.1%	-30%	-5%	6%
CCCn1c(C)nc2c(NCCN(C(C)C)C(C)C)nc(C)nc21	nt	nt	nt	7%	nt	nt	nt	1.6%	-6%	-4%	3%
CC(=O)Nc1ccc(NC(=O)CCC(=O)NCCO)cc1	2%	nt	nt	16%[9.17 µM]	0%	nt	nt	-5.9%[0.0738 µM]	28%	-4%[11 µM]	?
Cn1c(=O)c2cc(S(=O)(=O)NCCC(=O)NCCC3=CCCCC3)ccc2n(C)c1=O	2%	i	i	3%	0%	i	i	1.9%	-34%	-7%	?
CC1(C)Cc2c(c(=S)nc(-c3ccccc3)n2CCN2CCOCC2)CO1	0%	i	i	9%	0%	i	i	-1.0%	-5%	-6%	7%
COc1cc(C2Nc3ccc4ncccc4c3C3=C2C(=O)CCC3)cc(OC)c1O (stereo unspecified)	1%	?	?	6%	-2%	?	?	-0.6%	-6%	-8%	?
CC(=O)Cc1nsc(NC(=O)c2ccc(-c3ccccc3Cl)o2)n1	?	i	i	-1%	-1%	?	?	0.0%	-12%	-1%	-4%
COc1cccc(OC)c1C(=O)Nc1cccc(C(C)=O)c1	1%	?	i	4%	6%	i	i	-0.7%	-8%	0%	12%
CCCCCn1c(Sc2ncccn2)nc2c1c(=O)[nH]c(=O)n2C	3%	?	i	1%	0%	i	i	-0.4%[57.5 µM]	?	-2%	12%
Cc1nc(SCC#N)c2c(C)c(C)sc2n1	0%	i	i	5%	4%	i	i	-0.5%	?	-2%	2µM*
CC(C#N)Sc1nc2ccccc2c(=O)n1-c1ccccc1 (stereo unspecified)	0%	?	?	-6%	-1%	i	?	-2.5%	-17%	2%	?
CC1CCCc2sc3nc(N4CCN(CCO)CC4)n4ncnc4c3c21 (stereo unspecified)	-3%	?	i	nt	-2%	?	?	0.7%[0.369 µM]	?	-8%	?
CC(C)=C(NC(=O)c1ccccc1)C(=O)N1CCOCC1	2%	nt	nt	12%	2%	nt	nt	-0.3%[9.22 µM]	-17%	0%	-3%
COc1ccc(Oc2ncc3nc(-c4ccc(OC)cc4)c(=O)n(Cc4cccs4)c3n2)cc1	0%[11.4 µM]	i	i	-4%	0%[9.22 µM]	i	?	-0.3%	-5%	1%	?
COc1ccc(Nc2cc(C(=O)NCCCN3CCN(C)CC3)c3ccccc3n2)c(OC)c1	-20%	?	i	2%	2%	i	i	-1.7%	1%	-8%	-18%
O=C(NCCCN1CCCCCC1)C1CC(=O)N(C2CCCC2)C1 (stereo unspecified)	4%	i	i	7%	4%	i	i	0.5%	16%	0%	-10%
